CHO-K1 Ca PAM: nonselective activator or artifact in parental CHO-K1 calcium assay; ATP EC20, Fluo-8 calcium fluorescence; 0% at ATP EC20, 100% at ATP max; activation, % at 3 µM; 360,000 compounds, 0.02% hits; AID 602247;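 active means activation above the run cutoff, the mean activation of all test compounds plus 3 SD, cut at about 40% in these data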;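 further: peak over basal fluorescence ratio in a 140 s read after ATP addition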
M1 PAM: potentiates human M1 receptor response to acetylcholine | activation, % at 3 µM | 360,000 compounds, 0.088% hits | AID 588819 | CHO-K1 hM1, Fluo-8 calcium fluorescence, ACh EC20; 0% = ACh EC20, 100% = maximal ACh | P11229; in the data active means activation above about 19%, passing the limit was not always enough
Target sequence (P11229 whole entry, looked up): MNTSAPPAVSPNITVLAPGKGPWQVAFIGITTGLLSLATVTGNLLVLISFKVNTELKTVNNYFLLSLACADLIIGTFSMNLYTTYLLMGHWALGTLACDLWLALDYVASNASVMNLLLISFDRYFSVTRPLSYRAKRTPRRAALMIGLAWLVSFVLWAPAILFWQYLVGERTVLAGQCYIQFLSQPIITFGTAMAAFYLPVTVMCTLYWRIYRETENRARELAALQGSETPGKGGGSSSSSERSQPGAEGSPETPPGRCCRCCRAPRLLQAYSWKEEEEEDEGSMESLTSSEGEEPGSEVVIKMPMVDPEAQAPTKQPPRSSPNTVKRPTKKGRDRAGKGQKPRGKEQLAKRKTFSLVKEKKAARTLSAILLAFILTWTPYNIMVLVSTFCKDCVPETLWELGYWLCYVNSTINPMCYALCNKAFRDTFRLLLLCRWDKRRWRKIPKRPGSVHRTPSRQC
TAAR1 agonist: agonists of human TAAR1 | Q96RJ0 | CHO RD-HGA16 TAAR1, Fluo-8 calcium fluorescence; vehicle wells 0%, saturating PEA agonist 100% | activation, % at 3 µM | 360,000 compounds, 0.99% hits | AID 624467;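 active means activation above the mean activation of all test compounds in the run plus 3 SD, cut at about 38% in these data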
Target sequence (Q96RJ0 whole entry, looked up): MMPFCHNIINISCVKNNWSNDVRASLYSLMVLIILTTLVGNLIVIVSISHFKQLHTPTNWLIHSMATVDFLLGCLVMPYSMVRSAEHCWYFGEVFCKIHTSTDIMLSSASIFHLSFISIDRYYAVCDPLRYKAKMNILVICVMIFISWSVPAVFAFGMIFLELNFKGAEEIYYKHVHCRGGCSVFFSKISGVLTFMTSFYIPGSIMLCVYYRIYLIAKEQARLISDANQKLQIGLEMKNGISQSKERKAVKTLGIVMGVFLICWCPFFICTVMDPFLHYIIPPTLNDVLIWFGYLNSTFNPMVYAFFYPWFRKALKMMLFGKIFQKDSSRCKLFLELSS
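Assay system: CHO-derived RD-HGA16 cells with stable Gα16 and human TAAR1; timing: 17-24 h seeding, 75 min 37 °C dye, 30 min RT; read-out: % activation from peak over basal fluorescence ratio, DMSO-to-PEA scaled; measured by: kinetic Fluo-8 calcium fluorescence; benchmarks: low control DMSO, high control PEA (EC100); doses: 3 µM single concentration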
CHO-K1 Ca antag: M1 antagonist counterscreen hit in parental CHO-K1 cells; ATP-induced calcium, Fluo-8 fluorescence; inhibition, % at 3 µM; 360,000 compounds, 0.6% hits;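 active means inhibition above a per-plate cutoff, the plate's mean sample inhibition plus 3 SD, cut at about 24% in these data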;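 further: 0% = DMSO plus EC80 ATP and 100% = DMSO alone without ATP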
M1 ag parental: counter-screen for M1 agonists: effect in parental CHO-K1 cells; Fluo-8 calcium fluorescence; scaled to maximal ATP response, vehicle zero; activation, % at 3 µM; 360,000 compounds, 0.48% hits; in the data active means activation above about 15%;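 further: untransfected CHO-K1 host cells lacking M1 receptor as counterscreen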
TAAR1 antagonist: antagonists of human TAAR1; CHO RD-HGA16 TAAR1, Fluo-8 calcium fluorescence, antagonist; inhibition, % at 3 µM; 360,000 compounds, 1.5% hits;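 active means inhibition above a per-plate cutoff, the mean inhibition of test compounds on that plate plus 3 SD, cut at about 49% in these data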;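 further: 0% = DMSO plus EC80 beta-PEA response and 100% = DMSO alone without agonist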
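System: CHO RD-HGA16 cells bearing hTAAR1. Reagent: EC80 β-phenethylamine stimulus. Schedule: seeding 17-24 h prior, 75-min 37 °C, 30-min RT dye loading. Signal: Fluo-8 intracellular calcium dye fluorescence, real-time kinetic reads. Read-out: % inhibition from peak post-agonist over basal fluorescence ratio. Benchmarks: vehicle wells and EC80 agonist wells. Replicates: n of 1.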
CHO parental Ca: counter-screen for OX1R antagonists: effect in parental CHO cells | inhibition, % at 5.6 µM | 330,000 compounds, 0.63% hits | AID 463079 | parental CHO-K1, ATP-induced calcium, Fluo-8 fluorescence;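 active means inhibition above that plate's mean sample inhibition plus 3 SD, cut at about 26% in these data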;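 further: 0% = ATP-challenged DMSO wells and 100% = DMSO wells without ATP; some compounds past the cut are filed as inactive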
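Measured by: calcium-sensitive Fluo-8 fluorescence / Test system: CHO parental line / Controls: ATP-challenged DMSO wells low, unchallenged DMSO wells high / Measure: % inhibition / Compound: single nominal dose of 5.6 µM per compound / Replicates: single well per compound, no replicates / Reagent: ATP as calcium-mobilizing challenge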
CHRM1 agonist: activates human CHRM1 receptor; CHO-K1 hM1, Fluo-8 calcium fluorescence, agonist mode; 0% DMSO, 100% acetylcholine EC100; P11229; AID 588814; 360,000 compounds, 0.33% hits; activation, % at 3 µM;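 active means activation above the run's mean compound activation plus 3 SD, cut at about 16% in these data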;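 further: peak over basal fluorescence ratio within a 140 s kinetic read after compound addition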
M1 antag: antagonists of human M1 muscarinic receptor; P11229; CHO-K1 hM1, Fluo-8 calcium fluorescence, ACh EC80 antagonist; inhibition, % at 3 µM; 360,000 compounds, 1.3% hits; AID 588852;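 active means percent inhibition above its own plate's cutoff, namely the mean of that plate's compound wells plus 3 SD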;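 further: peak over basal fluorescence ratio during 140 s after agonist addition; 0% = ACh EC80 plus DMSO and 100% = DMSO alone without agonist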
The depositor's hits bear a star; · = not tested or not shown.

SMILES	CHO-K1 Ca PAM	M1 PAM	TAAR1 agonist	CHO-K1 Ca antag	M1 ag parental	TAAR1 antagonist	CHO parental Ca	CHRM1 agonist	M1 antag
O=C(COC(=O)c1ncc(Cl)c(Cl)c1Cl)NC(=O)c1ccccc1	-20.4	7.3	2.1	5.6	0.2	3.5	-14.7	-0.7	-1.1
O=C(NCCN1CCOCC1)Nc1cccc(Cl)c1	1.0	5.3	0.1	4.0	0.3	-1.8	7.1	-5.3	-9.2
Cc1ccc(C(=O)Nc2nnc(C)s2)o1	10.7	4.6	22.4	-18.5	0.8	-1.2	-0.1	-3.5	-7.9
CCCCCCNC(=O)O[C@H]1C[C@@H]2C(=O)N(c3ccccc3)C(=O)[C@@H]2[C@@H]2CN(S(=O)(=O)c3ccc(C)cc3)C[C@]12O	34.5	6.0	-1.1	-25.6	1.2	-2.0	·	-6.0	-17.4
COc1ccc(OC)c(NC(=O)CCCN2C(=O)C3C4C=CC(C4)C3C2=O)c1 (stereo not given)	13.3	3.7	1.1	-8.7	0.2	-14.8	-19.8	-2.9	-2.2
C[C@H](CO)N1C[C@H](C)[C@@H](CN(C)C(=O)NC2CCCCC2)Oc2c(NS(=O)(=O)c3cccs3)cccc2C1=O	9.5	2.4	13.1	-10.0	-0.2	9.8	-7.5	-2.7	-11.1
CC(C)c1ccc(CC(=O)N2CCC2(C)C(=O)Nc2ccc3c(c2)OCO3)cc1 (stereo not given)	37.5	-8.3	-0.8	-23.9	9.4	2.7	·	2.1	-1.3
CC(OC(=O)c1ccccc1C(=O)N(C)c1ccccc1)C(=O)Nc1ccccc1[N+](=O)[O-] (stereo not given)	1.3	5.2	-1.1	-3.6	0.3	-7.7	-32.6	-4.0	-0.4
CC(=O)Nc1ccc(S(=O)(=O)N2CCC3(CC2)CC(=O)c2ccccc2O3)cc1	-17.4	-14.7	3.1	8.8	1.6	13.2	-7.5	-2.7	31.6*
Cn1c(C(=O)NCc2cccnc2)cc2sc(Cl)cc21	20.4	6.6	·	-15.0	2.1	·	-0.8	-5.7	-6.7
O=C(CN1CCCCCC1)Nc1ccc(F)c(F)c1	12.0	6.4	7.1	2.9	1.3	-23.1	-9.1	-3.9	-5.5
CC(Oc1ccccc1F)C(=O)NNC(=O)CCS(=O)(=O)c1ccccc1Cl (stereo not given)	-1.8	5.2	2.7	-0.1	0.4	-5.5	-12.3	-3.1	-1.4
Cc1nccc(-c2cccc(NC(=O)Nc3ccc(Cl)cc3)c2)n1	-23.7	-14.4	22.1	18.7	11.7	43.6	12.6	3.4	17.0
COCCNC(=O)C1c2ccccc2C(=O)N(CCOC)C1c1ccc(F)cc1 (stereo not given)	10.3	11.2	10.3	-6.0	0.0	-8.8	-4.5	-0.8	-14.0
COc1cc2[nH]c(=O)n(Cc3ccc(C(=O)N4CCC(N5CCCCC5)CC4)cc3)c(=O)c2cc1OC	-6.3	-4.0	·	1.8	0.1	·	17.6	-5.8	8.4
O=c1[nH]c2cc3c(cc2cc1CN(Cc1ccccc1)Cc1nnnn1Cc1ccco1)OCCO3	-7.4	2.0	5.4	16.6	0.1	-7.8	·	-4.5	-1.6
Cn1c(Cc2ccccc2)nnc1SCC(=O)N1CCOCC1	13.5	6.3	-0.3	-9.5	0.8	14.3	-2.1	-4.4	-0.4
COc1ccccc1OCCNC(=O)C(CCSC)NC(=O)c1ccccc1Cl (stereo not given)	-1.6	7.0	0.2	-1.5	0.9	-12.7	-28.6	-0.6	-22.9
O=C(c1ccccc1)c1ccccc1C(=O)N1CCN(Cc2ccccc2F)CC1	-8.0	8.8	0.7	3.8	0.8	0.5	·	-3.6	-11.8
COc1cc2c(cc1O)C(CSC)Cc1cc3c(cc1N(C)CC2)OCO3 (stereo not given)	15.6	4.6	1.0	-11.4	-0.1	-22.3	·	-3.9	-9.2
O=C(Cc1ccc(Cl)cc1)Nc1cccnc1Cl	-1.4	9.2	1.6	-3.6	0.1	1.2	·	-3.3	-12.1
CN(C)S(=O)(=O)c1ccc2c(c1)nc(CCC(=O)NCC1CCCCC1)n2C	-0.9	0.6	8.2	16.5	0.4	9.9	-7.9	-6.0	-0.5
CCOC(=O)c1[nH]c2cc(OC)c(OC)cc2c1NC(=O)CCN1CCSCC1	19.9	2.1	1.0	-3.5	0.7	-39.2	-6.6	-4.8	-3.3
CCCCC12CN3CCN(CC(C3)/C1=N\NC(=O)c1ccccc1N)C2	19.2	7.9	0.6	-2.2	0.5	4.5	-3.2	-1.1	-1.5
CCOC(=O)C(NCCc1ccc(F)cc1)(NC(=O)CC)C(F)(F)F (stereo not given)	-15.0	1.0	51.2*	23.0	-0.3	17.7	-17.5	-6.9	-1.5
COc1ccc(C2N3CC4(C)CN2CC(C)(C3)C4O)cc1OC (stereo not given)	12.7	5.0	11.6	-14.7	0.9	-15.0	2.5	-3.2	-19.4
O=C(NC(c1ccccc1)c1ccccc1)C1CCCC1	13.8	-1.3	3.9	-2.6	0.2	-11.2	-8.8	-7.6	7.8
Fc1ccc(-c2nnsc2Sc2ccccn2)cc1	9.3	3.4	10.8	1.0	-0.5	6.2	-28.1	-6.5	-9.6
COc1ccc(OC)c2c1sc(=NC(=O)C(C)(C)C)n2C	18.3	11.9	-0.5	-12.1	0.3	-27.7	2.4	-3.0	-21.8
NC(=O)CC(NC(=S)NCc1ccccc1)C(=O)O (stereo not given)	-10.5	-2.3	6.6	-13.3	0.2	8.9	-9.9	-1.3	8.5
CCC1(C)Cc2c(sc3c2c(=O)n(C)c2nnc(SCC(=O)c4ccccc4)n32)CO1 (stereo not given)	-3.4	-9.4	10.7	13.9	0.2	-1.8	-11.4	-5.7	13.7
Oc1ccc(C[C@H]2CNCCN2CCCCC2CCCCC2)cc1	11.8	2.8	33.9	2.1	9.6	13.2	21.0	-3.6	5.5
CCOc1ccc(-c2n[nH]c(=S)n2Cc2ccccc2)cc1	-1.2	0.4	6.7	-3.5	0.7	-1.2	-11.2	-6.0	-5.1
CCN(CC)C(=O)c1sc(NC(=O)c2ccc(Br)o2)c(C(=O)OC)c1C	12.6	12.3	12.7	-1.2	0.8	20.2	-21.8	-1.9	-3.4
CCOc1ccc(CN(C)C(=O)CCl)cc1	25.0	9.0	2.4	-7.0	1.1	-6.4	-10.5	-7.2	-8.5
O=C(COc1ccc2c(c1)CCC2)Nc1ccccn1	-12.9	-10.2	4.4	18.5	0.0	3.3	-9.6	0.3	2.9
Cc1ccc(N2CCN(/N=C/C=C/c3ccccc3)CC2)cc1	31.8	19.5	1.6	-18.7	1.2	-2.4	-9.0	-0.4	-18.0
COc1ccc([N+](=O)[O-])c(OC)c1C(=O)NC(=O)Nc1c(F)c(F)c(F)c(F)c1F	1.3	18.3	3.7	3.2	1.4	-6.8	-16.9	2.4	-10.8
CNC(=O)/C(C#N)=C/c1cn(CC(=O)OC)c2ccccc12	14.3	12.2	0.8	-10.2	0.6	-21.9	-2.0	-1.3	2.6
Cn1c(CNc2cccc(Cl)c2)nnc1SCC#N	4.1	-0.8	2.2	-6.7	0.0	-10.5	-0.1	-2.9	4.8

Retrieved by structure from above, 3 records:
SMILES	CHO-K1 Ca PAM	M1 PAM	TAAR1 agonist	CHO-K1 Ca antag	M1 ag parental	TAAR1 antagonist	CHO parental Ca	CHRM1 agonist	M1 antag
O=C(NC(c1ccccc1)c1ccccc1)C1CCCC1	13.8	-1.3	3.9	-2.6	0.2	-11.2	-8.8	-7.6	7.8
CN(C)S(=O)(=O)c1ccc2c(c1)nc(CCC(=O)NCC1CCCCC1)n2C	-0.9	0.6	8.2	16.5	0.4	9.9	-7.9	-6.0	-0.5
CCOc1ccc(-c2n[nH]c(=S)n2Cc2ccccc2)cc1	-1.2	0.4	6.7	-3.5	0.7	-1.2	-11.2	-6.0	-5.1

Additional results
SMILES	CHO-K1 Ca PAM	M1 PAM	TAAR1 agonist	CHO-K1 Ca antag	M1 ag parental	TAAR1 antagonist	CHO parental Ca	CHRM1 agonist	M1 antag
COC(C(=O)N/N=C(\C)c1ccc(C)cc1)c1ccccc1 (stereo not given)	10.0	-7.5	0.6	-1.5	0.1	-9.0	·	-1.7	14.8
O=C(O)Cn1nc(C(F)(F)F)c2c1CCC2	13.9	10.9	2.8	-9.6	0.0	17.3	8.1	0.7	-10.5
CCOC(=O)c1cc(-c2ccccc2)sc1NC(=O)C(C)Sc1nnnn1C (stereo not given)	-4.3	-2.0	4.8	10.1	0.0	7.9	3.5	-2.8	1.9
Cc1ccc(C(NC(=O)N2CC(C)OC(C)C2)C(Cl)Cl)cc1F (stereo not given)	14.0	5.5	21.6	-3.4	1.0	-14.8	-15.5	-5.7	-3.3
C=C1CCC2[C@](C)(CO)[C@H](O)CC[C@@]2(C)[C@@H]1C/C=C1\C(=O)OC[C@H]1O (stereo not given in full)	4.7	13.1	3.7	1.1	0.1	2.1	-2.8	6.9	-11.2
CCOC(=O)c1ccccc1NC(=O)COC(=O)c1ccc(C)c(S(=O)(=O)N2CCOCC2)c1	28.9	5.1	0.3	-13.0	0.9	8.0	-28.8	-2.2	4.6
CN(CC(=O)Nc1ccc(Cl)c(C(F)(F)F)c1)C(=O)c1cc(=O)[nH]c2ccccc12	2.2	2.1	9.3	-3.9	0.7	1.2	-6.2	-4.6	3.7
O=C(CC1Sc2ccccc2NC1=O)Nc1ccccc1[N+](=O)[O-] (stereo not given)	18.4	8.8	6.2	-5.4	1.4	18.2	-13.1	-2.0	-6.9
Cc1noc(C)c1COc1cccc(C(=O)NC(C)(C)C)c1	0.2	0.2	-0.2	-5.9	-0.1	17.7	-15.9	-2.9	-1.1
Cc1ccc(/C=C(\C#N)C(=O)NCC2CCCO2)o1 (stereo not given)	17.5	13.4	1.2	-9.8	1.0	2.5	-5.0	-8.8	-6.7
COc1ccc(N(/N=C2\Sc3ccccc3C2=O)C(C)=O)cc1	15.1	5.0	6.7	-3.7	0.0	-1.1	·	-3.1	2.1
COc1ccc(Cl)cc1S(=O)(=O)N1CCN=C1c1ccccc1	10.0	12.2	0.7	6.8	0.7	-12.0	-12.9	-0.7	-11.8
CCOc1ccccc1N(CC(=O)Nc1ccccc1C(=O)NCc1ccco1)S(C)(=O)=O	13.4	-2.1	8.7	-5.7	1.6	11.6	-17.6	-1.7	1.2
COc1ccccc1N1CCN(C(=O)c2cc(=O)c3cc(C)ccc3o2)CC1	3.3	12.6	1.9	-14.7	2.4	1.9	-8.8	-5.7	-15.3
CC(=O)Oc1ccccc1-c1nc(/C=C/c2ccccc2)no1	-4.6	2.2	2.1	3.4	-0.4	10.4	·	-2.4	-3.0
COc1ccc(C)cc1S(=O)(=O)NCc1ccccn1	4.7	10.3	-0.9	-11.2	-0.3	-8.3	·	-0.8	-9.4

Bioassay records from PubChem.
